# GSK3B inh – inhibitors of human GSK3beta kinase | activity score (negative = inhibition), % at 10 µM | 300,000 tested, 0.038% active | GST-GSK3beta kinase, ADP-Glo luminescence, 60 min; active compounds read low | P49841;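 active means more than half of replicate wells score below -50%, meaning over 50% inhibition versus plate controls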;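 further: 0% = median DMSO wells and -100% = median GW8510 positive control wells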
#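 Assay system: GST-fused GSK3beta enzyme, cell-free / Medium: Tris pH 7.5 buffer with MgCl2, DTT, BSA, heparin / Also added: peptide substrate plus 25 µM ATP (final) / Compound: 10 µM single point / Timing: kinase reaction with compound 60 min at room temperature / Detection: ADP-Glo luminescence / Benchmarks: DMSO neutral wells and GW8510 at 20 µM as positive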
# PolyA inh – yeast polyadenylation inhibition; S. cerevisiae SKY197-pL101 polyadenylation reporter, beta-gal luminescence; efflux-impaired pdr1/pdr3 knockout yeast; score 100 = 6 SD above DMSO; calls only at 12 µM; AID 1875; 300,000 tested, 0.02% active;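 active means lowest replicate activity score at least 50, where 100 means six control SD above control mean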;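 further: yeast exposed to compound for 9 h at 30 °C; higher score means more reporter readthrough which indicates perturbed polyadenylation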
# KCNQ1 act – potentiators or activators of human KCNQ1 potassium channel; 310,000 tested, 0.35% active; B-score at 10 µM; CHO-K1 KCNQ1, thallium flux FluxOR fluorescence; active compounds read high; AID 2648; P51787;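 active means fluorescence ratio B-score, a plate-corrected score, at least three library SD, with initial intensity B-score within 5 SD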
# Target sequence (P51787 whole entry, looked up): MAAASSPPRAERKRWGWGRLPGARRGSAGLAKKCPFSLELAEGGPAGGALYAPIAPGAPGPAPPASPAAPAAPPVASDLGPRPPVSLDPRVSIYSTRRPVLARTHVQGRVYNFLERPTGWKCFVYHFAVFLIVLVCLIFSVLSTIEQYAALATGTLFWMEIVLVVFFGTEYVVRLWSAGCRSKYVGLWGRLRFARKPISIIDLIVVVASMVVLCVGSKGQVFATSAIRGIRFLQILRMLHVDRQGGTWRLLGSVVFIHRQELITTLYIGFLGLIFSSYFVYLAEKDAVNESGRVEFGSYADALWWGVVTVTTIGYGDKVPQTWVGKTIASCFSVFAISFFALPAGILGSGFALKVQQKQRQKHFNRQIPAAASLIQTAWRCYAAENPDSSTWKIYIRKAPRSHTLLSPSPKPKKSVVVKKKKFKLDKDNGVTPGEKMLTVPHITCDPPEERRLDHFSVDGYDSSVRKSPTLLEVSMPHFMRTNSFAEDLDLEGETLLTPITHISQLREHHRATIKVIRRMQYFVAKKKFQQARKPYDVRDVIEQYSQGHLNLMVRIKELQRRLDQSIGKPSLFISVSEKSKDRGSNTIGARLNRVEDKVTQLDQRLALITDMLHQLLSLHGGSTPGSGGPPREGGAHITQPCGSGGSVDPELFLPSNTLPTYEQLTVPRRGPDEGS
#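 Doses: Single concentration per compound, DMSO matched to controls | Test system: KCNQ1-transfected CHO-K1 cells | Timing: 90 min dye loading and 20 min compound exposure, both at room temperature | Measured by: Kinetic FluxOR thallium fluorescence, 10-s 1-Hz baseline, 110-s post-stimulus read | Medium: Assay buffer with matched DMSO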
# RGS4 pot – potentiators or activators of RGS4; 310,000 tested, 0.92% active; HEK293 M3R/inducible RGS4, carbachol calcium flux Fluo4; active compounds read low; B-score at 10 µM;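 active means B-score of the integrated calcium signal more than 4 SD below the library mean, with starting fluorescence not abnormally high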;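 further: negative B-score means reduced calcium response which marks RGS4 activation or potentiation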
#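 Material: M3R-expressing HEK293 line, RGS4 induced by doxycycline | Schedule: Overnight RGS4 induction, 30 min dye load 37 °C, 20 min compound RT | Measured by: Fluo4 fluorescence kinetic imaging of calcium | Read-out: Integrated calcium ratio converted to B score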
# RGS4 inh – human RGS4 inhibition; HEK293 M3R/RGS4 inducible, Fluo-4 calcium flux; active compounds read high; triggered by carbachol at its EC20; 310,000 tested, 0.45% active; B-score at 10 µM; AID 463165; P49798;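 active means B-score, a plate-corrected calcium signal, over three deviations above library mean, with baseline fluorescence within five deviations of library mean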;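 further: RGS4 expression induced by doxycycline in cells with stable M3 receptor; B-score is computed from the integrated fluorescence ratio over baseline after carbachol; higher B-score means a larger calcium signal and so more RGS4 inhibition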
# KCNQ1 block – blocks the human KCNQ1 potassium channel | 310,000 tested, 1.3% active | P51787 | CHO-K1 KCNQ1, FluxOR thallium flux fluorescence; active compounds read high | B-score at 10 µM;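 active means compounds whose thallium flux B-score, printed positive for inhibition, exceeds three library SD while starting fluorescence stays within three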;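 further: channel opened by potassium depolarization with thallium stimulus after 20 min compound exposure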
# DYRK1A inh – blocks rat Dyrk1A kinase activity. Q63470. ADP-Glo luminescence, NFATc1 peptide. inhibition, % at 12.5 µM. 310,000 tested, 0.43% active; in the data active means inhibition above about 50%;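 further: plate controls were vehicle with enzyme for no effect and no enzyme for full effect; many of its hits are not listed in these tables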
# GSK3 alpha inh – inhibitors of human GSK-3 alpha kinase. AID 2650. 320,000 tested, 0.1% active. ADP-Glo luminescence, 60 min. P49840. inhibition, % at 10 µM;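 in the data active means inhibition above about 50%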;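 further: GST-tagged GSK-3 alpha with peptide substrate and 25 µM ATP; 0% = DMSO neutral wells and 100% = GW8510 positive control wells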
# KCNK9 inh – blocks the human KCNK9 two-pore domain potassium channel; B-score at 10 µM; Q9NPC2; 310,000 tested, 1.2% active; HEK293 KCNK9, FluxOR thallium flux fluorescence; active compounds read low;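 active means ratio B-score over 3 SD below the library mean, with starting fluorescence within 5 SD of its mean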;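 further: negative B-score means less thallium flux so channel inhibition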
# Target sequence (Q9NPC2 whole entry, looked up, the tested form may be a part): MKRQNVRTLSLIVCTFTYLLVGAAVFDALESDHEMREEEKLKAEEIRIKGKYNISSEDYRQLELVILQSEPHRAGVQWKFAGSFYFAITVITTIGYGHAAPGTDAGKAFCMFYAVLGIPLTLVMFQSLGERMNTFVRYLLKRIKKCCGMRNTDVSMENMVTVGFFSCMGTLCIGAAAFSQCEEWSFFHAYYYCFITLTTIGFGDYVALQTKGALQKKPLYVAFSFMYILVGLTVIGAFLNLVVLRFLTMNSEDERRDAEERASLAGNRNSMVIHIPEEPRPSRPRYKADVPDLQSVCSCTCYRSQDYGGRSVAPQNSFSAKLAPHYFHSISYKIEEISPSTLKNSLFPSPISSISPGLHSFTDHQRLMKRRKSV
# KCNK3 block – human KCNK3 channel inhibition, primary screen; 340,000 tested, 0.84% active; B-score at 10 µM; CHO-KCNK3 thallium flux, FluxOR fluorescence; active compounds read low;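 active means B-score under library mean minus 4 SD, starting fluorescence ratio at most library mean plus 5 SD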;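 further: more negative B-score means stronger inhibition of thallium flux through KCNK3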
# hERG protect – compounds protecting human hERG from proarrhythmic drug block | Q12809 | CHO-hERG, FluxOR thallium flux, dofetilide IC70 present | activation (rescue from dofetilide block), less the hit threshold, % at 10 µM | 310,000 tested, 0.51% active;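 active means activation above the mean of controls blocked by dofetilide plus 5 SD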;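 further: thallium influx through hERG after potassium depolarization seen as dye fluorescence rise; in these data hits start at about 4.7%; inactives centre near -7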
# * marks the source's active call; other numbers are inactive results; i = inactive; . = no result given. The list is partial; count on the stated rates, not on these rows.
Molecule	GSK3B inh	PolyA inh	KCNQ1 act	RGS4 pot	RGS4 inh	KCNQ1 block	DYRK1A inh	GSK3 alpha inh	KCNK9 inh	KCNK3 block	hERG protect
COc1ccccc1S(=O)(=O)Nc1cc(S(=O)(=O)N2CCCCC2)ccc1N1CCOCC1	1	i	i	i	i	i	1	0	i	i	-13
Cc1cc(NC(=O)c2ccco2)ncc1NC(=O)CCc1ccccc1	3	i	i	i	i	i	3	1	i	i	-5
COc1ccc(-n2c(Cc3cccn3C)nnc2SCC(=O)Nc2ccccc2F)cc1	1	i	i	i	i	i	-2	-3	i	i	-7
Cc1ccc(C(=O)Nc2ccc(N3CCN(S(C)(=O)=O)CC3)cc2)cc1C	0	i	i	i	i	i	0	-2	i	i	-7
C#CCOCCOCCOCCNc1nc(N2CCOCC2)nc(N2CCN(C(=O)[C@H](Cc3cc4ccccc4[nH]3)n3cc([C@@H](N)Cc4ccc(O)cc4)nn3)CC2)n1	-2	i	i	i	i	i	-9	0	i	i	-8
CC(=O)c1ccc(NC(=O)C(C)OC(=O)COc2ccc(C#N)cc2)cc1 (stereo not given)	1	i	i	i	i	i	-1	-1	i	i	-11
CN(C)c1nc(Nc2ccccc2)nc(N(C)C)n1	5	i	i	i	i	i	3	0	i	i	-11
OC1CCCN(Cc2nc(Cc3ccccc3Cl)no2)C1 (stereo not given)	2	i	i	i	i	i	2	0	i	i	-9

# Reprinted from the part before: 6 entries, then new ones.
Molecule	GSK3B inh	PolyA inh	KCNQ1 act	RGS4 pot	RGS4 inh	KCNQ1 block	DYRK1A inh	GSK3 alpha inh	KCNK9 inh	KCNK3 block	hERG protect
COc1ccc(-n2c(Cc3cccn3C)nnc2SCC(=O)Nc2ccccc2F)cc1	1	i	i	i	i	i	-2	-3	i	i	-7
Cc1ccc(C(=O)Nc2ccc(N3CCN(S(C)(=O)=O)CC3)cc2)cc1C	0	i	i	i	i	i	0	-2	i	i	-7
C#CCOCCOCCOCCNc1nc(N2CCOCC2)nc(N2CCN(C(=O)[C@H](Cc3cc4ccccc4[nH]3)n3cc([C@@H](N)Cc4ccc(O)cc4)nn3)CC2)n1	-2	i	i	i	i	i	-9	0	i	i	-8
CC(=O)c1ccc(NC(=O)C(C)OC(=O)COc2ccc(C#N)cc2)cc1 (stereo not given)	1	i	i	i	i	i	-1	-1	i	i	-11
CN(C)c1nc(Nc2ccccc2)nc(N(C)C)n1	5	i	i	i	i	i	3	0	i	i	-11
OC1CCCN(Cc2nc(Cc3ccccc3Cl)no2)C1 (stereo not given)	2	i	i	i	i	i	2	0	i	i	-9
O=C(O)CN1CCN(Cc2ccc(F)cc2Cl)C1=O	-9	.	i	i	i	i	-4	1	i	i	-7
COc1ccc(OC)c(-c2csc(NC(=O)c3ccccc3F)n2)c1	.	i	i	i	i	i	.	-2	i	i	-5
CN1CCN(c2ccc(Cl)cc2NC(=O)/C=C/c2ccc(F)cc2)CC1	-1	i	i	i	i	i	2	1	i	i	-18
CC(=O)C(Sc1nn(C)c(=S)s1)C(=O)Nc1ccccc1 (stereo not given)	3	i	i	i	i	i	5	-1	i	i	-16
O=C(N=C1SC2CS(=O)(=O)CC2N1Cc1ccccc1)C1CCCO1 (stereo not given)	1	i	i	i	i	i	2	-1	i	i	-9
CCc1cccc(CC)c1NC(=S)NCC(c1cccnc1)N1CCOCC1 (stereo not given)	7	i	i	i	i	i	-6	1	i	i	-2
O=C(COC(=O)C1CC(=O)N(c2ccc3c(c2)OCCO3)C1)NC1CCCc2ccccc21 (stereo not given)	1	i	i	i	i	i	0	-2	i	i	-4
CCc1ccc(NC(=O)C2CCN(c3c(N4CCCC4)c(=O)c3=O)CC2)cc1	-2	i	i	i	i	i	-1	-1	i	i	-9
O=C(OCc1nnc(-c2ccccc2)o1)c1ccc([N+](=O)[O-])o1	1	i	i	i	i	i	1	-3	i	i	-5
COC(=O)c1c(NC(NC(=O)c2ccccc2)(C(F)(F)F)C(F)(F)F)sc2c1CCN(C)C2	-1	i	i	i	i	i	-2	4	i	i	-7
COc1ccccc1-c1noc(CCC(=O)Nc2cccc(C)c2)n1	3	i	i	i	i	i	1	1	i	i	-9
O=C(CSc1cn(Cc2ccccc2)c2ccccc12)N1CCOCC1	1	i	i	i	i	i	4	0	i	i	-13
CCc1ccccc1N(CC(=O)NCc1ccccc1)C(=O)CCC(=O)Nc1ccccn1	-9	i	i	i	i	i	2	0	i	i	-5
O=C1[C@H]2[C@@H](/C=C/c3ccccc3)N3C(=O)CN(Cc4ccccn4)C(=O)[C@@]3(Cc3ccccc3)[C@H]2C(=O)N1c1ccccc1	-1	i	i	i	i	i	5	-1	i	i	-9
CCOC(=O)c1cccc(NC(=O)CN(c2ccc(C)cc2)S(=O)(=O)c2c(C)n[nH]c2C)c1	1	i	i	i	i	i	-5	0	i	i	-13
CC(=O)N1C(=O)N(C)C2C1N(C)C(=O)N2C(C)=O (stereo not given)	-8	i	i	i	i	i	.	-1	i	.	-7

# In the list so far, these contain an NH in an aromatic ring:
Molecule	GSK3B inh	PolyA inh	KCNQ1 act	RGS4 pot	RGS4 inh	KCNQ1 block	DYRK1A inh	GSK3 alpha inh	KCNK9 inh	KCNK3 block	hERG protect
C#CCOCCOCCOCCNc1nc(N2CCOCC2)nc(N2CCN(C(=O)[C@H](Cc3cc4ccccc4[nH]3)n3cc([C@@H](N)Cc4ccc(O)cc4)nn3)CC2)n1	-2	i	i	i	i	i	-9	0	i	i	-8
CCOC(=O)c1cccc(NC(=O)CN(c2ccc(C)cc2)S(=O)(=O)c2c(C)n[nH]c2C)c1	1	i	i	i	i	i	-5	0	i	i	-13

# Going on with the list:
Molecule	GSK3B inh	PolyA inh	KCNQ1 act	RGS4 pot	RGS4 inh	KCNQ1 block	DYRK1A inh	GSK3 alpha inh	KCNK9 inh	KCNK3 block	hERG protect
O=C(NC1CCN(Cc2ccccc2)CC1)C1CCCN(S(=O)(=O)c2cccc3nonc23)C1 (stereo not given)	2	i	i	i	i	i	0	-3	i	i	-10
CC1CCN(C(=O)CC(NC(N)=O)c2ccccc2Cl)CC1 (stereo not given)	-1	i	i	i	i	i	-6	0	i	i	-2
COc1cccc(CN(C)C(=O)CNC(=O)c2ccc3c(c2)OCO3)c1OC	0	i	i	i	i	i	-8	0	i	i	-15
CCCCC(=O)NC(=S)Nc1cccc(NC(=O)c2ccco2)c1	5	i	i	i	i	i	-3	5	i	i	-2
O=C(NC(=S)NCC1CCCO1)c1ccc(Cl)cc1Cl (stereo not given)	2	i	i	i	i	i	-6	0	i	i	3
CCN(CC)C(=S)SCC(=O)c1ccccc1	0	i	i	i	i	i	-6	-3	i	i	-13
CCOc1ccccc1NC(=O)NC(C)c1ccncc1 (stereo not given)	-6	i	i	i	i	i	-61	.	i	i	-4
CCOc1ccccc1N1CCN(C(=O)/C=C/c2cccc([N+](=O)[O-])c2)CC1	0	i	i	i	i	i	-5	-1	i	i	-15
CCOC(=O)C1(Cc2cccc(OC)c2)CCN(Cc2cccn2-c2nccs2)CC1	4	i	i	i	i	i	-1	1	i	i	-14
COc1cccc(C2NC(=S)NC3=C2CCc2ccccc23)c1 (stereo not given)	2	i	i	i	i	i	3	-3	i	i	-3
CCCC(=O)Nc1c(C(=O)OCC)[nH]c2ccccc12	0	i	i	i	i	i	5	2	i	i	-8
CN1CCN(c2ccc(Cl)cc2NC(=O)CCN2C(=O)c3ccccc3C2=O)CC1	2	i	i	i	i	i	12	1	i	i	-20
COc1ccc(OCC(=O)NC(=S)Nc2ccc(S(=O)(=O)Nc3cc(OC)nc(OC)n3)cc2)cc1	1	i	i	i	i	i	-3	-6	i	i	-1
CCOC(=O)C1(Cc2ccc(OC)cc2)CCN(C(=O)CCn2cccn2)CC1	-4	i	i	i	i	i	-5	-1	i	i	-14
O=C(c1ccccc1)c1ccc(NCCCn2ccnc2)c([N+](=O)[O-])c1	-41	i	i	i	i	i	2	46	i	i	-6
CC1(c2nnc(-c3ccccc3)o2)CC(c2ccc([N+](=O)[O-])cc2)=NO1 (stereo not given)	1	i	i	i	i	i	-1	-4	i	i	-4

# Molecules from the list above that contain a furan ring, fused or not (3):
Molecule	GSK3B inh	PolyA inh	KCNQ1 act	RGS4 pot	RGS4 inh	KCNQ1 block	DYRK1A inh	GSK3 alpha inh	KCNK9 inh	KCNK3 block	hERG protect
Cc1cc(NC(=O)c2ccco2)ncc1NC(=O)CCc1ccccc1	3	i	i	i	i	i	3	1	i	i	-5
O=C(OCc1nnc(-c2ccccc2)o1)c1ccc([N+](=O)[O-])o1	1	i	i	i	i	i	1	-3	i	i	-5
CCCCC(=O)NC(=S)Nc1cccc(NC(=O)c2ccco2)c1	5	i	i	i	i	i	-3	5	i	i	-2

# More records follow:
Molecule	GSK3B inh	PolyA inh	KCNQ1 act	RGS4 pot	RGS4 inh	KCNQ1 block	DYRK1A inh	GSK3 alpha inh	KCNK9 inh	KCNK3 block	hERG protect
CC1CCCC(N2CCN(C(=O)c3ccc([N+](=O)[O-])cc3)CC2)C1 (stereo not given)	4	i	i	i	i	i	.	-3	i	i	-2
O=C(Cc1ccc(Cl)cc1)NNC(=O)c1cnccn1	1	i	i	i	i	i	-6	1	i	i	-5
NC(=O)c1cc(S(=O)(=O)Nc2cccc(F)c2)co1	1	i	i	i	i	i	-8	.	i	i	-10
Cc1nn(CCC(=O)NNC(=S)Nc2ccc([N+](=O)[O-])cc2)c(C)c1[N+](=O)[O-]	2	i	i	i	i	i	11	1	i	i	0
OC(Cn1cncn1)(c1ccc(F)cc1)c1ccc(Cl)cc1 (stereo not given)	-1	i	i	i	i	i	4	-2	i	i	-2
O=C1OC(c2ccccc2)=NC12CC2c1ccc(Cl)cc1 (stereo not given)	2	i	i	i	i	i	1	-1	i	i	-14
Cc1ccccc1C(=O)NNC(=S)Nc1cccc(C(F)(F)F)c1	-1	i	i	i	i	i	-6	.	i	i	-12
Cc1sc2nc(CN(C(=O)c3cccs3)C3CCCC3)[nH]c(=O)c2c1C	4	i	i	i	i	i	0	4	i	i	-8
CCc1ccc(NC(=O)CCNC(=O)Cn2cnc3ccccc3c2=O)cc1	-1	i	i	i	i	i	-6	1	i	i	-3
